TNF death inh: inhibitors of TNF-alpha triggered necroptosis, primary screen, cell-based, Jurkat FADD-/-, single concentration. hit rate 0.068% among 220,000. Jurkat FADD-/- TNF necroptosis rescue, ATP luminescence, 24 h; 0 = TNF only, 100 = no-TNF cells. activation (protection from cell death), % at 10 µM;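 active = activation, meaning protection from cell death, of at least 50% relative to plate controls; inactive = activation below 50%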;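 note: necroptosis triggered by 40 ng/mL TNF-alpha added together with compound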
EBV gp42 block: Epstein-Barr virus gp42 inhibitors, primary screen, biochemical, uHTS, fluorescence polarization; Fluorescence polarization binding assay, mP read-out; inhibition, % (tested at 21.74 µM); hit rate 0.42% among 220,000; AID 1085, 2008; in the data active = inhibition above about 50%
Cl transport mod: KCC2 cotransporter modulators, thallium flux, primary screen, cell-based, HEK293 KCC2, FluoZin-2 fluorescence, MLSMR | Solute carrier family 12 member 5 (Homo sapiens), Q9H2X9 | KCC2 cells, thallium flux FluoZin-2 fluorescence | B-score of Tl+ flux slope (higher = more flux/activation; lower = inhibition) at 10 µM | hit rate 2.2% among 190,000 | AID 1456, 2008;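 active = thallium flux slope and its plate-corrected score both differing from the plate sample mean at a set confidence after two filtering rounds, in either direction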;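 note: slope of fluorescence scaled to starting intensity during 10 to 20 s after thallium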
Target sequence (Q9H2X9 whole entry, looked up): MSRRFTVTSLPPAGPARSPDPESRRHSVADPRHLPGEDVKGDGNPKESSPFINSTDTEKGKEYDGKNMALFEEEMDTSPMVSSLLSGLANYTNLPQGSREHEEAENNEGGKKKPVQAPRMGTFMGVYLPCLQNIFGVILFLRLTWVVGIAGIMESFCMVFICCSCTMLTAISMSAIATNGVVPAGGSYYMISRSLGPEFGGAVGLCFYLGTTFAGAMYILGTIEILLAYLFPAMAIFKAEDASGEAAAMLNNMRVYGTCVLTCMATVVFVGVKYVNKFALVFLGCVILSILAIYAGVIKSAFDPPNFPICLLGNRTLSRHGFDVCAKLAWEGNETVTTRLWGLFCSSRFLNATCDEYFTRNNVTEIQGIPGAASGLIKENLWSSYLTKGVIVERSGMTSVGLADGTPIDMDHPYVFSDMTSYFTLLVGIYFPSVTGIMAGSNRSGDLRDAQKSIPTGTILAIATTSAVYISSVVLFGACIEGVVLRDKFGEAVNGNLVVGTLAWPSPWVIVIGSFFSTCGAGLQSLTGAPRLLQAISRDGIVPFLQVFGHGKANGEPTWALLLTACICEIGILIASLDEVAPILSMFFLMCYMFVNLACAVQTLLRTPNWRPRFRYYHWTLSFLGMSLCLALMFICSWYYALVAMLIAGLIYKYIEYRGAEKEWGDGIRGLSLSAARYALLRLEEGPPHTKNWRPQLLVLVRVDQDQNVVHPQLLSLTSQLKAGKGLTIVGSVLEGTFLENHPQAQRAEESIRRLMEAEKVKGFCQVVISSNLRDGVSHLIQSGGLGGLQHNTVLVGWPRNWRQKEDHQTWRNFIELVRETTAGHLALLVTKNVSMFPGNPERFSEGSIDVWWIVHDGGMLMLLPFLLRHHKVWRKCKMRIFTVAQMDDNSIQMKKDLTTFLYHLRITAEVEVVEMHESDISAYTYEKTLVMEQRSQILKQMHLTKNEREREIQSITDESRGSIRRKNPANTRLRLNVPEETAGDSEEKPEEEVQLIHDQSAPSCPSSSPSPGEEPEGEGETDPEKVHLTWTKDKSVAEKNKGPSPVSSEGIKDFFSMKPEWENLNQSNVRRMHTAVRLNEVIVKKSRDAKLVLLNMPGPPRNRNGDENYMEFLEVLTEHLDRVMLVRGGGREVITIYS
Calpain2 inh: inhibitors of pig calpain II, primary screen, biochemical, fluorogenic peptide substrate, 1536-well | inhibition, % at 16 µM | purified calpain II, 30 min | hit rate 0.37% among 220,000;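 active = inhibition above about 50%, limit read from the data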
Rad51 HR inh: human RAD51 strand exchange inhibitors, primary screen, biochemical, fluorescence; AID 1385, 2008; DNA repair protein RAD51 homolog 1 (Homo sapiens), Q06609; inhibition, % at 10 µM; hRad51 DNA strand exchange, fluorescence dequenching; hit rate 0.085% among 200,000;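 active = inhibition above 40% at the single screening dose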;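 note: 0% = DMSO control wells and 100% = blanks with heterologous ssDNA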
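Test system: preformed human Rad51 ssDNA filaments. Compound dosing: single dose, 10 µM final compound. Incubation: filaments 15 min 37 °C, then compound 30 min. Technique: FRET fluorescence dequenching, excitation 485 nm, emission 520 nm. Read-out basis: percent inhibition from fluorescence, normalised to plate control and blank means. Benchmarks: plate controls and plate blanks.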
PERK inhibitor: block of dimerizer-induced PERK translation repression, primary screen, PERK inhibitor project, CHO PERK-DD cells, SEAP luminescence, HTS | Eukaryotic translation initiation factor 2-alpha kinase 3 (Homo sapiens), Q9NZJ5 | CHO PERK-DD fusion, SEAP luminescence translation reporter | inhibition, % at 5.6 µM | hit rate 0.17% among 220,000 | AID 1416, 2008;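 active = inhibition above the mean inhibition of all tested compounds plus 3 SD, set separately per screening campaign, cut at about 2.9% in these data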;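 note: PERK kinase domain activated by AP20187 dimerizer at 100 nM; 0% = DMSO with dimerizer and 100% = rapamycin at 8.4 µM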
Mdm2 ligase inh: MDM2-luciferase reporter signal enhancers, primary screen, MDM2 E3 ligase inhibitor project, cell-based, luminescence, 1536-well. E3 ubiquitin-protein ligase Mdm2 (Homo sapiens), Q00987. cell-based MDM2 ubiquitination luciferase reporter, 2 h; 0 = plate control, 100 = twice control, blank-subtracted. signal enhancement, % at 5 µM. hit rate 0.11% among 210,000. AID 1230, 2008;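 active = signal enhancement of 30% or more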;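 note: luminescence tracks abundance of the self-degrading MDM2-luciferase fusion protein; higher signal means inhibition of MDM2 E3 ligase activity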
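System: stable MDM2–luciferase fusion reporter cells / Input: 2000 cells seeded into each well / Schedule: 4 h settle plus 2 h compound, 37 °C / Compound: single-point 5 µM / Buffer or medium: cells held in DMEM / Benchmarks: control and blank well means / Evaluation: percent signal gain over controls, blank-subtracted / Measured by: luciferase luminescence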
zVAD death inh: inhibitors of zVAD-triggered necroptosis, primary screen, L929 cells | hit rate 0.38% among 220,000 | viability rescue, % at 10 µM | L929 zVAD necroptosis rescue, ATP luminescence, 24 h; with zVAD 60 µM;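 active = activation, scaled between plate controls, above about 75%, limit read from the data; inactive = activation under that limit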;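 note: 0% = zVAD with DMSO and 100% = DMSO alone without zVAD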
eIF4E-4G inh: eIF4E–eIF4G protein interaction inhibitors, primary screen, biochemical, uHTS, TR-FRET, eIF4GI fragment; TR-FRET eIF4E-eIF4GI(517-606) binding, 2 h; inhibition, % at 21.7 µM; hit rate 0.37% among 220,000; Eukaryotic translation initiation factor 4E (Mus musculus) + Eukaryotic translation …; AID 782, 2007;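 active = inhibition above about 30%, limit read from the data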;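 note: 0% = full FRET control wells and 100% = background wells lacking eIF4GI fragment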
* hit, by the source's call; i = inactive; · = not tested or not shown; [ ] = another dose, or the depositor's remark. Compounds as they come. About 3.6% of those tested had a hit in this group.

canonical_smiles	TNF death inh	EBV gp42 block	Cl transport mod	Calpain2 inh	Rad51 HR inh	PERK inhibitor	Mdm2 ligase inh	zVAD death inh	eIF4E-4G inh
CC(=O)Nc1ccc(C#Cc2ccc(NC(C)=O)cc2)cc1	-4.4	-16.3	·	-13.2	9.1	0.2	6.1	-0.4	8.8
CCN(C(=O)c1cc2c(=O)[nH]c3ccc(C)cc3c2s1)c1ccc(OC)cc1	1.8	-13.8	0.289	-55.6	4.6	-1.2	-5.3	13.7	1.3
O=C(CN(Cc1ccc2c(c1)OCO2)C(=O)CNS(=O)(=O)c1ccccc1)NCC1CCCO1 (stereo unspecified)	1.0	-5.0	·	13.1	6.9	0.9	-21.9	0.8	-20.2
Cc1cccc(Nc2n[nH]c(=S)s2)c1C	-0.6	-5.7	-5.27*	-22.8	8.5	1.2	-25.1	1.8	58.1*
Cc1ccc(NC(=O)C2=CCN(S(=O)(=O)c3ccc(F)cc3)CC2)cc1	1.3	-11.5	-0.658	-4.0	·	0.4	·	·	2.0
O=C(Nc1cc(S(=O)(=O)N2CCCCC2)ccc1N1CCOCC1)c1cc(=O)[nH]c2ccccc12	1.3	-19.6	1.23	-42.1	18.4	1.0	·	-0.1	-6.2
Cn1c(=O)c2c(SCC(=O)N3CCOCC3)nc(C3CCCCC3)nc2n(C)c1=O	-1.2	-14.9	0.0662	1.2	-3.0	-1.1	-12.7	-1.8	-0.2
COc1ccc(N(C(=O)Cn2nnc(-c3ccccc3F)n2)C(C(=O)NCC2CCCO2)c2ccc(Cl)cc2)cc1 (stereo unspecified)	1.7	-11.2	-0.152	67.3*	3.4	1.4	9.5	1.0	0.8
NC1=NC[C@H](Cc2ccccc2)N1CCc1cc(C(F)(F)F)cc(C(F)(F)F)c1	-5.3	-9.2	0.00843	-19.4	-1.8	·	-6.3	-0.1	4.2
O=C(NCc1ccc(Cl)cc1)C1CCC(CNc2c(N3CCOCC3)c(=O)c2=O)CC1 (stereo unspecified)	0.7	-13.5	1.3	-1.1	14.4	1.7	-9.2	0.5	-2.0
Cc1ccc(SCc2cc(=O)[nH]c(/N=C(\N)Nc3ccc(C)c(C)c3)n2)cc1	-8.3	1.0	0.4	11.3	-2.5	0.1	-18.9	0.1	48.5*[fluorescence artefact?]
CC1(c2ccc(OC(F)F)cc2)NC(=O)N(/N=C/c2c(O)ccc3ccccc23)C1=O (stereo unspecified)	0.0	-20.1	2.42	4.7	-2.5	-0.1	-5.5	0.8	-2.9
CCn1c(SCc2nc3scc(-c4ccccc4)c3c(=O)[nH]2)nnc1-c1ccc(Cl)cc1	1.5	-19.2	0.431	-14.5	-0.2	0.8	0.9	0.3	18.4
C=CCn1c(SCC(=O)O)nnc1-c1ccc(C(C)(C)C)cc1	-0.2	0.9	·	12.9	-5.5	0.7	0.9	-0.3	1.6
CC(=C1C(=O)c2ccccc2C1=O)N1CCC(C(N)=O)(N2CCCCC2)CC1	-0.9	-12.5	-0.0109	5.4	-9.2	0.4	-8.2	0.8	9.4
COc1ccccc1-c1nnc2sc(COc3ccccc3)nn12	-0.6	-13.2	-3.39	-15.1	-6.8	-0.5	-5.9	5.9	-4.4
Nc1cc(C(=O)O)ccc1Nc1ccccc1	-1.0	-1.2	0.081	-22.2	-6.9	-0.3	-12.5	-1.8	13.9
O=C(CSc1ccc2nnc(CCNC(=O)c3ccccc3)n2n1)Nc1ccccc1F	0.7	-5.3	0.645	-29.3	0.1	-0.3	2.3	-0.1	5.4
CCCn1c2c(c(=N)c3c1CCC3)CCC2	-4.9	-64.3	-0.124	11.2	26.2	-0.6	-12.6	-0.5	3.3
CCOc1ccccc1-n1nnnc1SCC(=O)O	-0.4	-14.7	-0.0102	-19.1	·	1.4	·	0.3	-8.7

Copied from the list.
Value for CC(=C1C(=O)c2ccccc2C1=O)N1CCC(C(N)=O)(N2CCCCC2)CC1 under PERK inhibitor: 0.4
Value for Cc1ccc(SCc2cc(=O)[nH]c(/N=C(\N)Nc3ccc(C)c(C)c3)n2)cc1 under TNF death inh: -8.3

Record cards, from the list above. Values in the order: TNF death inh | EBV gp42 block | Cl transport mod | Calpain2 inh | Rad51 HR inh | PERK inhibitor | Mdm2 ligase inh | zVAD death inh | eIF4E-4G inh
Shown for O=C(CN(Cc1ccc2c(c1)OCO2)C(=O)CNS(=O)(=O)c1ccccc1)NCC1CCCO1 (stereo unspecified) : 1.0 | -5.0 | · | 13.1 | 6.9 | 0.9 | -21.9 | 0.8 | -20.2
Shown for COc1ccccc1-c1nnc2sc(COc3ccccc3)nn12 : -0.6 | -13.2 | -3.39 | -15.1 | -6.8 | -0.5 | -5.9 | 5.9 | -4.4

Other results follow:
canonical_smiles	TNF death inh	EBV gp42 block	Cl transport mod	Calpain2 inh	Rad51 HR inh	PERK inhibitor	Mdm2 ligase inh	zVAD death inh	eIF4E-4G inh
Cc1nc2ccc(S(=O)(=O)NCC(=O)N3CCCCC3)cc2s1	-1.5	-1.9	0.371	-25.0	-2.8	1.3	-6.6	-0.2	-1.8[fluorescence artefact?]
CN(N)c1nc2ccccc2nc1C(F)(F)F	-0.7	2.5	0.779	26.8	3.3	-1.0	-13.1	1.1	-1.1
CCN(CC)CCN1C(=O)c2ccccc2NC1c1cc(OC)c(OC)c(OC)c1 (stereo unspecified)	0.6	-12.0	-0.372	i	2.0	-0.9	8.7	-0.2	·
CN=c1scc(-c2cc(OC)ccc2OC)n1/N=C/c1c(C)[nH]c2ccccc12	-7.0	-50.6	0.395	-76.6	-84.7	0.6	-21.8	3.3	3.6
CC(C)OCCCNC(=O)CN1CCN(Cc2ccccc2Cl)C1=O	0.3	-11.9	·	14.9	4.4	0.0	-16.4	0.9	0.7
COC(=O)CCNCCSc1nnc(-c2ccco2)n1Cc1ccccc1	2.6	-13.7	-0.0994	-6.5	-8.2	1.4	·	-0.5	-9.0
Cc1ccc(O)c(C(=O)c2cc(C#N)c(=O)n(Cc3ccccc3)c2)c1	-1.9	2.0	-1.09	-61.8	-7.1	0.5	-13.0	-1.4	-2.1
COCCCn1c(=O)/c(=C\c2ccccc2OC(F)F)s/c1=C(/C#N)C(=O)N1CCOCC1	2.6	-2.2	-0.15	-13.4	3.6	-0.4	-5.1	-0.2	0.7
COC(=O)c1c(C)oc(C)c1S(=O)(=O)Nc1ccc(C(C)C)cc1	0.5	-24.8	-0.828	47.1	7.1	-1.4	-9.3	1.5	-3.6
COc1cccc(-c2cc(C(=O)Nc3ccccc3SC)no2)c1	-2.7	-14.0	1.16	-50.5	-7.6	-0.7	-0.9	-0.3	-3.1
Cc1cc(Cl)ccc1OCC(=O)Nc1ccccc1NS(=O)(=O)c1cccs1	1.6	3.5	1.16	0.1	5.0	0.2	·	-0.7	-0.7
O=C(NCC1CCCO1)c1c(O)c2c([nH]c1=O)CCCC2 (stereo unspecified)	-0.1	-18.6	·	-7.1	-4.3	-1.1	-10.3	1.2	-3.2
CC(C)c1ccccc1OCCNC(=S)NC(=O)c1cccnc1	-1.6	-0.6	2.61	36.0	19.2	0.0	-23.7	2.8	-7.7
Cc1ccc(C(=O)N2CCc3ccccc32)cc1NC(=O)c1ccco1	0.0	-11.5	-0.0355	14.4	9.1	-0.2	-17.6	0.4	1.6
COc1ccc(CC2(CO)CCN(Cc3ccc4nsnc4c3)CC2)cc1	1.6	-5.4	0.00263	3.8	-6.3	-0.2	9.2	4.8	1.1
CSc1ccccc1C(=O)Nc1ccccc1C(=O)N1CCCC1	0.1	-2.2	1.43	0.6	·	0.6	·	1.2	-0.7
CC(C)(C)C(=O)OCc1nc(-c2ccc(Cl)cc2)cs1	1.8	0.1	1.11	6.3	0.4	0.9	-19.0	0.8	-3.0
COc1cc2c(OC(C)=O)c3c(c(-c4ccc5c(c4)OCO5)c2cc1OC)C(=O)OC3	-6.6	-10.9	0.539	2.0	-0.4	1.1	3.6	-1.6	3.4
CO/N=C(\CS(=O)(=O)Cc1ccc(OC)cc1)c1ccc(Cl)cc1	-1.7	-8.7	·	-3.1	-1.6	0.3	-7.8	0.0	5.6
CN1CCN(NC(=O)CSc2ccc(Cl)cc2Cl)CC1	2.6	0.9	0.0533	-17.7	-3.3	-0.2	3.8	0.7	2.2
CC(C)CNC(=S)NNC(=O)c1nn(C)cc1Cl	-0.6	-10.0	0.14	-14.3	-8.7	0.4	-10.5	-0.1	6.9
COc1ccccc1N1CCN(C(=O)c2cc(C3CC3)on2)CC1	0.2	-13.4	-0.64	2.0	2.5	-0.1	-20.0	1.0	5.3
O=C(Nc1nnc(SCc2ccccc2)s1)c1cccs1	1.3	6.5	0.166	-87.6	-10.4	0.2	-7.7	-0.1	-3.1
Cc1ccc(C(c2nnnn2C2CCCC2)N2CCN(c3nc4ccccc4s3)CC2)cc1 (stereo unspecified)	4.8	·	-1.51	·	-0.2	0.9	·	-0.1	·
Cc1ccc(OCC(=O)NNC(=O)Cn2nnc(-c3ccccc3)n2)cc1	0.1	-18.6	0.265	-11.3	·	0.0	-3.9	0.1	-3.5
CN1CC=C2C(C#N)=C(N)C(C#N)(C#N)C(c3cccc(Cl)c3Cl)C2C1 (stereo unspecified)	-4.8	86.5*	-1.4	-106.1	-18.9	0.4	-0.8	-0.9	5.6
Cc1ccc(CSCCNC(=O)c2ccc(C)cc2)cc1	1.5	-0.2	-3.8*	23.1	4.1	0.5	-10.5	0.1	-2.7
O=C(/C(=C/O)N=Nc1ccccc1)c1ccncc1	-4.4	7.3	·	7.7	4.1	0.1	-0.2	0.7	1.6[fluorescence artefact?]
CNC(=O)c1csc(-c2ccc(C)cc2)n1	-5.8	2.3	0.528	-16.2	0.7	-0.9	-2.6	1.0	7.8[fluorescence artefact?]
CC(C)(C)NC(=O)COC(=O)c1ccccc1Nc1ccc(SC(F)F)cc1	-1.6	-6.3	-0.595	9.0	1.9	0.8	-7.2	2.1	-4.4
COC(=O)c1cccc(NC(=O)CSc2nc(=O)cc(N)n2-c2ccccc2)c1	0.7	-6.6	0.683	-17.8	-9.6	0.2	-29.7	0.4	1.5
